# mABHD4 FP = ABHD4 (mouse) inhibition, primary FP screen; purified mABHD4, FP-Rh probe fluorescence polarization; Q8VD66; inhibition, % at 8.92 µM; hit rate 0.54% among 370,000;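 active means inhibition exceeding the mean over every tested compound plus 3 SD, cut at about 30% in these data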;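 further: 0% = plate median of compound wells and 100% = S159A mutant with DMSO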
#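 system = mouse ABHD4 enzyme, wild type | medium = HEPES pH 7.0, NaCl, Pluronic buffer | also added = FP-Rh probe | incubation = Enzyme–compound pre-incubation 45 min, then probe 60 min, both 25 °C | technique = fluorescence polarization, excitation 525 nm, emission 598 nm, BODIPY TMR filters | controls = S159A mutant high control, sample median low control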
# MBD2 DNA inh = inhibitors of human MBD2 binding to methylated oligonucleotide; Q9UBB5; inhibition, % at 4.4 µM; hit rate 0.31% among 370,000; TR-FRET; in the data active means inhibition above about 13%
# UHRF1 binding = blocks human UHRF1 binding to methylated DNA | UHRF1 binding to methylated oligo, TR-FRET | inhibition, % at 4.4 µM | hit rate 0.75% among 370,000 | AID 687016; in the data active means inhibition above about 21%;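 further: UHRF1 SRA domain binding a hemimethylated CpG hairpin DNA probe; 0% = median of test compound wells and 100% = reference inhibitor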
# HTRA1 inh = blocks human HTRA1 serine peptidase | recombinant HTRA1, FP-rhodamine activity-based probe, fluorescence polarization | Q92743 | hit rate 0.5% among 340,000 | inhibition, % at 5.96 µM; in the data active means inhibition above about 36%;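 further: 0% = enzyme with DMSO and 100% = wells lacking enzyme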
# PG9 Ab binder = small molecules binding HIV-1 gp120 antibody PG9; TR-FRET gp120-PG9 antibody binding; inhibition, % at 6.7 µM; hit rate 0.43% among 360,000; in the data active means inhibition above about 8.5%
# TCR CD3 inh = inhibitors of human TCR-CD3 interaction; AID 651800; TAMRA-labeled TCR probe fluorescence, biochemical; inhibition, % at 9.4 µM; hit rate 0.37% among 360,000; in the data active means inhibition above about 19%;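 further: recombinant mutant TCR 2C K166C tagged with TAMRA read by polarization; 0% = receptor in buffer alone and 100% = receptor with positive control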
# rCAG RNA binder = r(CAG) repeat RNA binding; TO-PRO-1 dye displacement fluorescence; inhibition, % at 3 µM; hit rate 1.3% among 370,000;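 active means inhibition above the plate cutoff, the mean of all test compounds on that plate plus 3 SD, cut at about 35% in these data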;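 further: 0% = DMSO alone and 100% = 100 µM mitoxantrone as full dye displacement; higher means more dye released from RNA so lower well fluorescence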
# PRMT1 FP inh = inhibitors of human PRMT1 | inhibition, % at 2.79 µM | hit rate 1.3% among 370,000 | recombinant PRMT1, activity-based probe fluorescence polarization | AID 652257;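 active means inhibition above about 21% made by adding two undisclosed values, limit read from the data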
# Target sequence (Q99873 whole entry, looked up): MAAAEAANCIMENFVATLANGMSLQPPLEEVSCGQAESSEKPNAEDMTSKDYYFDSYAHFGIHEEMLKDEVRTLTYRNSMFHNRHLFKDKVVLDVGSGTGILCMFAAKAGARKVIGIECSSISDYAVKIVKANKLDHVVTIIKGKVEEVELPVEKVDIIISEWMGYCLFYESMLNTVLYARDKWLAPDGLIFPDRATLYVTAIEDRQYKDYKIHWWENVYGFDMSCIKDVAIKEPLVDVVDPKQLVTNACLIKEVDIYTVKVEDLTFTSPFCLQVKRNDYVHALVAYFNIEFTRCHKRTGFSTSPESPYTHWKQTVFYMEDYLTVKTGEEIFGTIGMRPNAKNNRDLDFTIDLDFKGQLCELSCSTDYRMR
# LEDGF integ inh = blocks HIV-1 LEDGF/p75-dependent DNA integration; hit rate 0.64% among 370,000; TR-FRET IN-LEDGF/p75 DNA integration, Eu/Cy5; AID 743269; inhibition, % at 3.7 µM;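 active means inhibition above the screen-wide mean plus 3 SD, cut at about 13% in these data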;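 further: signal is the Cy5 over europium emission ratio at 671 and 618 nm; 0% = plate median of compound wells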
# NR1D1 modulator = Rev-erb alpha (human) modulation. P20393. activity, % at 10 µM. Rev-erbα–FITC-DNA binding, fluorescence polarization, 90 min. AID 1259318. hit rate 0.79% among 370,000;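 active means activity above about 14%, limit read from the data; passing the limit was not always enough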;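 further: 0% = DMSO wells with 35 nM protein and 100% = DMSO wells with 750 nM protein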
# Target sequence (P20393 whole entry, looked up): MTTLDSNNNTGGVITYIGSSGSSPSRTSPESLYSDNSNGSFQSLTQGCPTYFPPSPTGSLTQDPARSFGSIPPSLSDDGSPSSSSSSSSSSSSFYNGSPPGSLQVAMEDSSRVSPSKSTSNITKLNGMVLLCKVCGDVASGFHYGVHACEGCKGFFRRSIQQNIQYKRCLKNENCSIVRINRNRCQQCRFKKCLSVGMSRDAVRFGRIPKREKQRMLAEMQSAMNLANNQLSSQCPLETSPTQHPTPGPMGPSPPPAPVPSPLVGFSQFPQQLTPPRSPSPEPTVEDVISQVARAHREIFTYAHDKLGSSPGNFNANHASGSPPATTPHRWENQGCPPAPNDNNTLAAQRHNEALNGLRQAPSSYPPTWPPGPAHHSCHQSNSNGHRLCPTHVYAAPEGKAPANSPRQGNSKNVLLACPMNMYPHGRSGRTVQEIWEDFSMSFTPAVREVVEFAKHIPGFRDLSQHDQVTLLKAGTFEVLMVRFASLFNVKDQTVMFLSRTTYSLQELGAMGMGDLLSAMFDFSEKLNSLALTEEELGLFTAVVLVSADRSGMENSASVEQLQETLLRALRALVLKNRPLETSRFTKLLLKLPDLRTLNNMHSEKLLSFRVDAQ
# The depositor's hits bear a star; / = no result given; & = joins results of further samples. A portion of the library; the hit share may differ from the screen's.
no.	structure	HTRA1 inh	MBD2 DNA inh	rCAG RNA binder	TCR CD3 inh	LEDGF integ inh	mABHD4 FP	PG9 Ab binder	UHRF1 binding	NR1D1 modulator	PRMT1 FP inh
1	CCN(CC(=O)NCc1ccccn1)S(=O)(=O)c1ccc(Cl)cc1	-3	5	-4	-1	0	-7	0.4	1	1	2
2	COC(=O)CSc1nccc(-c2cccs2)n1	-2	2	-2	4	2	6	0.8	-3	7	-2
3	CCOc1ccc(NC(=O)NNC(=O)c2ccc(CC)s2)cc1	1	-1	1	-3	3	-6	-1.0	2	-9	-2
4	CSc1ccc(CN2CCCN(C)CC2)cc1	-4	-5	-1	-3	1	12	2.0	-2	2	0
5	CCN(CC)c1ccc(/C=N\NC(N)=O)cc1	5	2	-1	1	-4	-1	-9.3	-1	-1	-2
6	CCc1nnc(NC(=O)CCC(=O)NCC2CCCO2)s1 (stereo unspecified)	0	-1	1	0	0	-1	-0.2	2	-2	-4
7	Cc1cc(Cl)c(S(=O)(=O)Nc2ccon2)cc1OCC(=O)NC1CCCCC1	7	-2	19	9	2	1	-1.2	1	-8	0
8	Cc1ccc(-c2nc3ccccc3c(=O)n2-c2c(C)n(C)n(-c3ccccc3)c2=O)cc1	-2	6	-2	-1	-1	7	1.2	1	-2	3
9	CCc1noc(C)c1C(=O)Nc1nc2c(F)cc(F)cc2s1	-1	-2	7	5	4	2	-0.5	-5	-9	-2
10	CCOc1ccc(S(=O)(=O)NN=C2CCN(C(C)=O)CC2)cc1	-1	-3	3	-4	-1	-1	0.7	-2	-7	2
11	O=C(NC(Cc1ccccc1)C(=O)O)/C(=C/c1ccccc1)NC(=O)c1ccc(Br)o1 (stereo unspecified)	5	-5	9	6	-2	-2	-0.3	0	-3	1
12	CN(C)c1cccc(C(=O)n2cc(C(=O)c3cc(F)ccc3O)cn2)c1	5	-3	-2	-3	0	9	-0.3	-3	1	-2
13	CC(C)CC(=O)Nc1cccc(NC(=O)c2ccccc2Cl)c1	-4	-2	1	1	-1	-6	-1.9	0	0	-4
14	O=C(c1cc2ccccc2oc1=O)N(Cc1cccs1)Cc1ccccc1Cl	-8	2	0	1	-1	-5	-0.5	-2	6	0
15	O=C(Cn1ncc2c1-c1ccccc1OC2)N1CCN(c2ccccn2)CC1	-5	-6	1	1	0	8	-2.1	0	1	2
16	CC1CN(C(=O)COC(=O)c2ccc(S(=O)(=O)N(C)C)cc2)CC(C)O1 (stereo unspecified)	6	1	-4	7	-2	-2	-0.8	-1	4	0
17	COc1ccc(CNC(=O)C2CCN(S(=O)(=O)N3CCCCC3)CC2)c(OC)c1	-4	2	-5	6	-2	2	-1.3	4	-4	-5
18	CCOC(=O)c1nnc(-c2cccs2)nc1Oc1ccccc1C(=O)OC	-1	3	-2	1	4	-2	2.4	1	-3	-2
19	Nc1cccc(Nc2ncnc3ccccc23)c1	14	-1	9	-5	3	9	-2.3	0	2	-3
20	CC(=O)c1cccc(OCc2cc(C(=O)N(C)Cc3ccc(C)o3)no2)c1	1	-1	-3	4	-4	2	-1.1	-3	-1	32*
21	O=C(NCCN1CCOCC1)C(=O)NCc1ccco1	2	-5	3	-2	-2	0	-3.4	2	-4	-2
22	COc1ccc(C(=O)NCc2nnc(SCC(=O)N3CCOCC3)o2)cc1	0	2	0	5	0	4	-1.7	1	4	1
23	COc1ccc(NC(=O)CC23CC4CC(C2)CC(n2nnc(C)n2)(C4)C3)cc1	2	0	-7	2	6	1	0.6	-2	-1	-3
24	C=C(C)C(=O)NNc1ccccc1	8	7	-2	3	-2	-2	-1.7	-3	-2	0
25	O=C(COC(=O)c1cccc(C(=O)OCC(=O)c2ccc(Br)cc2)n1)c1ccc(Br)cc1	3	-2	2	7	0	-2	0.1	-1	18	1
26	CCn1cc(/C=N/NC(=O)c2ccc3c(c2)OCO3)c(C)n1	-4	-5	2	-2	-2	1	-0.3	-1	3	-2
27	COc1cccc(Oc2ccc(S(=O)(=O)N3CCOCC3)cc2[N+](=O)[O-])c1	6	2	6	-6	-2	-2	1.2	9	-3	6
28	O=C(c1ccc(COc2ccc(Cl)cc2Cl)o1)N1CCCC1	-8	-1	-7	5	-3	-5	-1.8	0	-1	-2
29	CC(O)Cn1cnc2c1c(=O)n(C)c(=O)n2C (stereo unspecified)	10	0	-1	-8	0	3	0.2	2	5&2	4
30	CCCS(=O)(=O)NC(=O)C1(C)CCN1C(=O)Cc1ccc(-c2ccccc2)cc1 (stereo unspecified)	/	3	21	5	-1	1	-0.5	0	-6	0
31	O=C(O)COc1ccccc1/C=N/NC(=O)CSc1nnc(SCc2ccc(Cl)cc2)s1	-10	-3	12	5	6	-1	0.4	-3	2	-2
32	Cn1c(=O)c2c(ncn2CC(=O)OCC(=O)NC2CCCc3ccccc32)n(C)c1=O (stereo unspecified)	0	-3	-3	4	-2	0	-1.6	1	6	-2
33	COc1ccc(SCCN2CC[C@@H](C)CCC2=O)cc1	-6	1	-7	-2	-3	5	-2.5	-5	5	-1
34	Cc1[nH]c2ccccc2c1-c1csc(NC(=O)CN2CCOCC2)n1	2	-2	1	-4	-6	0	-4.9	1	0	3
35	Cc1cc(C)c2c(=O)n3c(nc2c1)C(Cc1ccc(O)cc1)NC(=O)c1cc2ccccc2cc1-3 (stereo unspecified)	-95	-1	19	0	1	-55	-1.2	-1	-2	3
36	O=C(CSc1nnc(C2COc3ccccc3O2)o1)Nc1ccc(F)cc1Cl (stereo unspecified)	-7	1	-3	6	-5	0	-0.4	0	3	-3
37	CCOc1ccc(CC2S/C(=N/c3ccccn3)NC2=O)cc1 (stereo unspecified)	-8	-3	2	3	1	3	6.2	1	2	0
38	Cc1cnc(CNC(=O)c2ccc(OC3CCN(C(=O)C4CC4)CC3)cc2)cn1	3	2	-1	8	2	-1	-0.7	3	6	-1
39	Cc1ccc(NNC(=S)Nc2ccc(C(C)C)cc2)c(C)c1	-4	-4	2	9	-3	14	-3.1	-2	-2	3
40	COCCOc1ccc(C(F)(F)F)cc1NC(=O)COC(=O)Cc1c[nH]c2ccccc12	-11	1	3	5	1	-13	-2.2	3	-3	-1

# Rewritten screen by screen: entries from further up
(23) COc1ccc(NC(=O)CC23CC4CC(C2)CC(n2nnc(C)n2)(C4)C3)cc1
(35) Cc1cc(C)c2c(=O)n3c(nc2c1)C(Cc1ccc(O)cc1)NC(=O)c1cc2ccccc2cc1-3 (stereo unspecified)

entry no. | 23 | 35
HTRA1 inh | 2 | -95
MBD2 DNA inh | 0 | -1
rCAG RNA binder | -7 | 19
TCR CD3 inh | 2 | 0
LEDGF integ inh | 6 | 1
mABHD4 FP | 1 | -55
PG9 Ab binder | 0.6 | -1.2
UHRF1 binding | -2 | -1
NR1D1 modulator | -1 | -2
PRMT1 FP inh | -3 | 3

# New compounds follow.
no.	structure	HTRA1 inh	MBD2 DNA inh	rCAG RNA binder	TCR CD3 inh	LEDGF integ inh	mABHD4 FP	PG9 Ab binder	UHRF1 binding	NR1D1 modulator	PRMT1 FP inh
41	O=C(NCC(c1ccccc1)c1ccccc1)[C@H](Cc1c[nH]c2ccccc12)NC1(C(=O)NC2CCCCC2)CCN(Cc2ccccc2)CC1	/	-1	/	/	-2	23	/	1	1	-5
42	O=C(O)/C=C/c1cccc2c1OCCO2	3	0	7	-2	-1	0	0.5	0	1	-4
43	O=C(COn1nnc2ccc(Cl)cc21)NC12CC3CC(CC(C3)C1)C2	-9	-3	-7	1	9	0	0.2	-1	-7	0
44	COc1cc(/C=C/C(=O)OCC(=O)N2CCC(C)CC2)ccc1OCC#N	10	1	2	0	4	-1	-2.1	-2	7	-3
45	CCc1ccc(OCC(=O)c2c(O)c3ccccc3oc2=O)cc1	-3	2	13	0	1	0	1.8	18	1	10
46	CCCN1CCN(S(=O)(=O)c2ccc3c(c2)OCCO3)CC1	-10	4	-1	8	0	3	-1.0	0	-2	2
47	O=C(O)CCN1C(=O)/C(=C2\C(=O)N(Cc3ccc(F)cc3)c3ccccc32)SC1=S	-5	0	4	4	1	6	-0.5	1	-3	0
48	CCOC(=O)CC(=O)CSc1ccc2nnc(-c3ccccc3)n2n1	2	-6	12	-6	6	6	-0.3	-2	3	5
49	C/C(=C\[C@@H](NP(=O)(c1ccccc1)c1ccccc1)c1ccccc1)CO[Si](c1ccccc1)(c1ccccc1)C(C)(C)C	-28	2	2	0	1	-5	-0.8	-1	0	-2
50	COc1ccc(C(=O)Nc2cc(C)cc(C)c2)cc1S(=O)(=O)N1CCOCC1	-9	2	-4	0	-1	-7	1.5	-2	-3	-4
51	O=C(/C=C/c1ccco1)NC(=S)Nc1cc(C(F)(F)F)ccc1N1CCOCC1	2	-1	29	-3	1	3	-3.2	-3	4	9
52	O=C(COC(=O)c1cccs1)NCCN1C(=O)CSC1=O	-1	2	-2	-1	-1	2	0.6	1	7	-2
53	CC(C)NC(=O)CSCc1c(Cl)cccc1Cl	-5	3	-1	-7	2	-2	-0.6	1	6	2
54	CCC(=O)c1ccccc1OCCCN1CCC(Cc2ccccc2)CC1	2	1	-4	-2	8	14	-2.1	-3	-3	-1
55	CCC12CN3CC(CC)(CN(C1)C3c1ccc([N+](=O)[O-])o1)C2=O (stereo unspecified)	1	10	4	-3	-3	-7	-1.1	3	2	4
56	CCOC(=O)c1ccc(-c2ccc3c(=O)c4ccccc4n(C)c3c2)cc1F	-11	3	25	-2	5	7	0.1	1	7	15
57	CCOC(=O)c1cc(-c2ccccc2)sc1NC(=O)C(C)Sc1nnc(N)s1 (stereo unspecified)	-58	-2	11	2	6	-27	2.5	-3	-7	1
58	CNC(=O)Cn1nc(C)c(S(=O)(=O)N2CCOCC2)c1C	7	-3	2	9	2	-2	-0.1	0	-2	-2
59	O=C(Nc1ccc(Cl)cc1)OCc1ccccn1	-7	-5	-1	0	0	-3	1.8	-1	1	0
60	CC1=CC(C)(C)NC(=S)N1c1ccc(Cl)cc1	5	2	-1	-1	-4	-4	-0.1	0	-3	3
61	CC(C)CN(C(=O)CCc1ccccc1Cl)c1c(N)n(Cc2ccccc2)c(=O)[nH]c1=O	-5	1	1	-7	1	5	1.6	-2	-2	0
62	Cn1c(=O)[nH]c(=O)c2c1nc(NCCCn1ccnc1)n2CCOc1ccccc1	1	0	-1	4	-2	2	1.1	-2	2	-2
63	CN(C)c1ccc(CNn2cnnc2SCc2ccc(F)cc2)cc1	2	2	-2	3	-4	1	-0.8	0	5	4
64	O=C(OCC(=O)N1CCCC1)c1ccc(O)cc1	4	7	1	0	-5	-18	0.2	5	1	4
65	S=C(Nc1ccccc1Cl)N1CCCC1	1	7	-4	-3	-4	-2	-2.0	5	1	8
66	CCCc1nnc(NC(=O)CCC(=O)NCCc2ccc(Cl)cc2)s1	-2	1	-1	13	1	-3	-1.1	0	0	0
67	O=C(Nc1cccc2ncccc12)c1ccc2c(c1)OCCO2	6	0	5	-5	2	-9	0.3	6	3	4
68	CO/N=C/c1cccn1-c1nccc(OC)c1C#N	/	3	3	4	1	1	-1.4	0	2	6
69	CCN(CC)S(=O)(=O)c1ccc(S(=O)(=O)N2CCC(N3CCCCC3)CC2)cc1	2	5	0	1	2	-1	-0.2	-3	6	-2
70	O=C(NNC(=O)c1cc(-c2cccc(Br)c2)nc2ccccc12)c1csc(N2CCOCC2)n1	-27	-2	19	-3	5	-25	-0.7	3	5	1
71	O=C(c1ccc2ncsc2c1)N1CCN(c2ccccc2Cl)CC1	0	5	-2	-3	3	2	0.4	1	2	17
72	Cc1ccc(S(=O)(=O)N2CCOCC2)cc1NC(=O)COC(=O)Cc1ccccc1	0	5	3	4	-4	4	0.0	-2	0	-1
73	N#Cc1cccc(OC[C@@H](O)CN2CCC(C(O)(c3ccccc3)c3ccccc3)CC2)c1	/	-2	-2	/	5	14	/	-2	1	0
